TMEM16A inh: TMEM16A chloride channel inhibitors, primary screen, cell-based, HTS. Anoctamin-1 (Mus musculus), Q8BHY3. HEK293 TMEM16A/YFP iodide influx fluorescence, ionomycin. normalized B-score (activity score, 25-100; higher = stronger inhibition) at 10 µM. actives 1.2% (n = 310,000). AID 588511, 2011;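 active means ratio plate-corrected score three or more library SD toward inhibition, starting fluorescence score within five deviations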;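 further: score derived from kinetic fluorescence span divided by baseline fluorescence per well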
TRPC4 block: inhibitors of mouse TRPC4 channel, primary screen, Fluo4 calcium, HEK293 TRPC4beta/mu-opioid cells. Short transient receptor potential channel 4 (Mus musculus), Q9QUQ5. B-score at 10 µM. actives 0.39% (n = 300,000). DAMGO-evoked Fluo4 calcium flux; hits give low values;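 active means B-score over 3 SD under the library average, no early fluorescence shift, positive overall ratio signal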
Target sequence (Q9QUQ5 whole entry, looked up): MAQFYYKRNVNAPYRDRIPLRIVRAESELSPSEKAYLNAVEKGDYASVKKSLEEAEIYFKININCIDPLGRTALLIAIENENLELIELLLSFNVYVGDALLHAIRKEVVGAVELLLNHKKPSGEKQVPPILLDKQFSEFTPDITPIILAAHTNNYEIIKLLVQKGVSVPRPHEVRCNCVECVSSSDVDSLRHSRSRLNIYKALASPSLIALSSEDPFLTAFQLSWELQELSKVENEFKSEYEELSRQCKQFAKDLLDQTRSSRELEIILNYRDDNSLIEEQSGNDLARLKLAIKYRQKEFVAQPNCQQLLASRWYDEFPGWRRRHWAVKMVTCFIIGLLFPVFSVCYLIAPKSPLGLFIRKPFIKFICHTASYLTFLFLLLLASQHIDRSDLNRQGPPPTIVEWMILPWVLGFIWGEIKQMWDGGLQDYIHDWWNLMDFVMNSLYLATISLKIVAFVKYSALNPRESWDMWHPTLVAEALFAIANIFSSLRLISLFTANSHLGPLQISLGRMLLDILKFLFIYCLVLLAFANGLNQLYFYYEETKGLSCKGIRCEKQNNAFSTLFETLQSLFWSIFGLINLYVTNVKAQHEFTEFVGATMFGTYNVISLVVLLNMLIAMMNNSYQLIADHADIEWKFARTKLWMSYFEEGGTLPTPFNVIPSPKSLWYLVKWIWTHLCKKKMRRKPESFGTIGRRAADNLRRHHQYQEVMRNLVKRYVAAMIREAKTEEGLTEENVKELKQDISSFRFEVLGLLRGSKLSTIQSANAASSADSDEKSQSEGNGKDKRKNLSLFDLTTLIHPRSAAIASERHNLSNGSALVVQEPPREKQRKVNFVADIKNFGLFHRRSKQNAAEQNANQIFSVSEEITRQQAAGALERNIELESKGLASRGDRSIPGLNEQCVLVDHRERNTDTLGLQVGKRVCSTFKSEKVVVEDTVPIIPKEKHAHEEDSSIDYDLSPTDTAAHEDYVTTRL
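Material: HEK293 cells with stable TRPC4beta plus mu-opioid receptor expression; probe or stimulus: DAMGO in two steps, submaximal then maximal; technique: Fluo4 calcium fluorescence by kinetic imaging, 5 s 1 Hz baseline; measure: integrated fluorescence ratio relative to baseline, converted to per-well B score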
TRPC4 act: activators of mouse TRPC4 channel, primary screen, Fluo4 calcium, HEK293 TRPC4beta/mu-opioid cells | Short transient receptor potential channel 4 (Mus musculus), Q9QUQ5 | Fluo4 calcium fluorescence; hits give high values | B-score at 10 µM | actives 0.49% (n = 310,000) | AID 2237, 2010;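 active means B-score above 5 SD of library B-scores, and initial fluorescence ratio not above library mean plus 5 SD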;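 further: positive B-score marks a calcium rise read as TRPC4 activation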
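Test system: HEK293 cells stably co-expressing mouse TRPC4beta and mu-opioid receptor | Schedule: Fluo4 dye loading 45 min at room temperature, 110 s recording | Measured by: Kinetic Fluo4 calcium fluorescence, 5 s baseline at 1 Hz | Evaluation: B score of integrated ratio | Controls: Buffer (low) and maximal DAMGO (high)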
MrgX1 allo act: positive allosteric modulators of MrgX1, primary screen, HEK293 cells, Fluo-4 calcium flux. actives 0.63% (n = 310,000). FDSS; hits give high values. Mas-related G-protein coupled receptor member X1 (Homo sapiens), Q96LB2. AID 588675, 2011. B-score at 10 µM;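 active means plate-corrected calcium response at least 3 library SD above typical, normal starting fluorescence, not activating the receptor alone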;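 further: compound read alongside a low EC10 to EC30 dose of BAM8-22 agonist; peak minus trough fluorescence over baseline measured at the second addition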
TRPC6 activator: mouse TRPC6 channel activators, primary screen, cell-based, HEK293, membrane potential dye; Short transient receptor potential channel 6 (Mus musculus), Q61143; HEK293-TRPC6 membrane potential dye fluorescence; hits give high values; B-score at 10 µM; actives 0.13% (n = 310,000);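 active means B-score of the integrated fluorescence ratio above library mean plus 3 SD, and starting fluorescence ratio within library mean plus 5 SD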;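 further: higher score means more depolarization so channel activation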
MrgX1 agonist: agonists of human MrgX1 receptor, primary screen, HEK293 cells, Fluo-4 calcium flux | Mas-related G-protein coupled receptor member X1 (Homo sapiens), Q96LB2 | Fluo-4 calcium fluorescence, agonist mode; hits give high values | B-score at 10 µM | actives 0.44% (n = 310,000) | AID 588627, 2011;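 active means calcium response B-score plate-corrected fluorescence ratio at least 3 library SD, with starting fluorescence B-score inside 5 SD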
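Assay system: stable human MrgX1 HEK293 cell line. Quantity: 15,000 cells per well. Schedule: cells plated overnight, dye loaded 0.5 h 37 °C, 0.5 h room temperature. Detection: Fluo-4 NW calcium-flux fluorescence, kinetic read. Read-out basis: peak-minus-minimum fluorescence over baseline, converted to B scores. Control set: positive and negative control wells on each plate.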
TRPC6 inh: mouse TRPC6 channel inhibitors, primary screen, cell-based, HEK293, membrane potential dye. Short transient receptor potential channel 6 (Mus musculus), Q61143. B-score at 10 µM. ACh-evoked depolarization; hits give low values. AID 2553, 2010. actives 1.1% (n = 310,000);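 active means B-score under library mean minus 3 SD, initial fluorescence not abnormally high, positive integrated signal ratio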;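 further: B-score derived from integrated fluorescence ratio over the kinetic read; more negative B-score means stronger inhibition of depolarization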
TRPC4 PAM: positive allosteric modulators of TRPC4, primary screen, cell-based, mouse TRPC4beta, HEK293 mu-opioid, Fluo-4 calcium; DAMGO EC20, Fluo-4 Ca2+ flux; hits give high values; B-score at 10 µM; AID 2227, 2009; Short transient receptor potential channel 4 (Mus musculus), Q9QUQ5; actives 0.42% (n = 310,000);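 active means B-score of calcium response area above 5 SD of library B-scores, with initial fluorescence ratio within 5 SD of library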;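 further: B-score of integrated fluorescence ratio over time as area under calcium response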
MrgX1 antagonist: antagonists of human MrgX1 receptor, primary screen, HEK293 cells, Fluo-4 calcium flux. Mas-related G-protein coupled receptor member X1 (Homo sapiens), Q96LB2. BAM8-22 antagonism; hits give low values. B-score at 10 µM. actives 1.3% (n = 310,000);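 active means calcium-response B-score plate-corrected more than 3 library SD below zero, starting fluorescence within 5 deviations, no agonist response on first addition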;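 further: peak minus trough fluorescence over baseline after final BAM8-22 challenge near maximal dose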
ANO1 activ: TMEM16A chloride channel activators or potentiators, primary screen, cell-based, HTS. B-score at 10 µM. AID 623877, 2012. actives 0.3% (n = 340,000). HEK293 TMEM16A/YFP-H148Q/I152L, iodide quench fluorescence; hits give low values;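 active means fluorescence-ratio B-score plate-corrected deviation score at least 3 library SD below zero, with starting fluorescence score within 5 deviations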;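 further: channel opened by trigger with iodide after compound preincubation; score built on the fluorescence ratio of max minus min over baseline; more negative score means more quench and so TMEM16A activation or potentiation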
SKKanGAS inh: S. pyogenes SKKanGAS growth inhibitors in kanamycin, primary screen, streptokinase expression inhibitor project, SKKanGAS strain, BacTiter-Glo luminescence. actives 1.3% (n = 300,000). AID 1662, 2009. 6 h. inhibition, % at 7.5 µM;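 active means mean replicate score, as percent of positive control median, at least 50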;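 further: strain carries kanamycin resistance gene driven by streptokinase promoter and grows in 40 µg/ml kanamycin; loss of luminescence reflects streptokinase promoter inhibition or plain growth inhibition; 0% = median of DMSO wells and 100% = positive control at its reference dose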
* hit, by the source's call; i = inactive; / = not tested or not shown.

SMILES	TMEM16A inh	TRPC4 block	TRPC4 act	MrgX1 allo act	TRPC6 activator	MrgX1 agonist	TRPC6 inh	TRPC4 PAM	MrgX1 antagonist	ANO1 activ	SKKanGAS inh
CN1Cc2c(N3CCOCC3)nc3sc(C(=O)c4ccc(Br)cc4)c(N)c3c2CC1(C)C	i	i	i	i	i	i	-7.21*	i	i	i	16.5
Cc1ccc(S(=O)(=O)N2[C@@H](c3ccccc3)C(C(=O)O)=CC[C@H]2c2cccc(Cl)c2)cc1	i	/	/	7.39*	/	i	/	/	i	i	/
COc1cccc(CNC2CCCCCCC2)c1OC	i	i	i	i	i	i	-7.18*	i	i	i	-5.5
COc1ccccc1-n1c(SCC(=O)Nc2cccc(C(=O)O)c2)nnc1-c1ccccc1C	i	i	i	i	i	i	i	i	i	i	11.8
CCOC(=O)c1oc2ccccc2c1NC(=O)c1ccccc1OC	i	i	i	i	i	i	i	i	i	i	-3.1
CCOC(=O)C1CCCN(C2CCN(Cc3nc(Cc4ccccc4)no3)CC2)C1 (configuration not stated)	i	i	i	i	i	i	i	11*	i	i	0.1
COc1cc(/C=C2\SC(=S)N(CCCCC(=O)O)C2=O)ccc1OS(=O)(=O)c1ccc(C)cc1	i	i	i	i	i	i	i	i	i	i	-4.0
COc1ccc(/C=c2\sc3nc(=O)c(C)nn3c2=O)c(OC)c1	i	i	i	i	i	27.1*	i	i	i	i	-2.0
COc1cc2c(cc1OC)C(c1cccs1)N(C(=O)C(C)C)CC2 (configuration not stated)	i	i	i	i	i	i	i	i	i	i	0.6
O=C(NCCC(=O)N(CCc1ccccc1)Cc1ccccc1)c1ccccc1Cl	i	i	i	i	i	i	i	i	i	i	2.1
Cc1ccnc(NS(=O)(=O)c2ccc(NS(C)(=O)=O)cc2)n1	i	i	i	i	i	i	i	i	i	i	5.2
c1csc(-c2cc(N3CCCCC3)c3ccccc3n2)c1	i	i	i	i	i	i	i	i	i	i	21.6
Fc1cnc(N2CCOCC2)nc1N1CCOCC1	i	i	i	i	i	i	i	i	i	i	2.1
CC[n+]1c(C=C2C=C(C)OC(C)=C2)sc2ccccc21	/	-8*	i	/	i	/	i	i	/	i	5.4
CC(C)CN1CCNC(=O)C1CC(=O)N(C)CC1CCOCC1 (configuration not stated)	i	i	i	i	i	i	i	i	i	i	0.2
Cc1occc1C(=O)NCCCCc1ccccc1	i	i	i	i	i	i	i	i	i	i	4.0
Cc1cccc(NC(=O)CCSc2ccccn2)c1	i	i	i	i	i	i	i	i	i	i	-1.6
COc1ccnc(Oc2ccc(C)cc2)c1C#N	i	i	i	i	i	i	i	i	i	i	-4.1
CCCCN(CC)C(=O)c1cc2c(=O)[nH]c3ccc(C)cc3c2s1	i	i	i	i	i	i	i	i	i	i	21.2
CCCC(=O)N1CCc2cc(-c3nc(N)sc3C)ccc21	i	i	101*	i	i	i	i	i	i	i	0.0
O=C(Nc1cccc(Cl)c1)N1CCN(C/C=C/c2ccccc2)CC1	i	i	i	i	i	i	i	26*	i	i	-7.0
Cn1c(SCC(=O)Nc2ccccc2)nnc1-c1ccc(NC(=O)CCc2ccccc2)cc1	i	i	i	i	i	i	i	i	i	i	7.3
FC(F)(F)C1CCCN(c2nsc3ccccc23)C1 (configuration not stated)	i	i	i	i	i	30.1*	i	i	i	i	-2.6
CCOC(=O)c1sc2nc(NC(=O)C3CC3)sc2c1C	i	i	i	i	i	i	i	i	i	i	-2.1
O=C(O)c1c[nH]c2ccc(F)cc2c1=O	i	i	i	i	i	i	i	i	i	i	9.8
Cc1c(C(=S)Nc2ccccc2)cnn1-c1ccccc1	i	i	i	i	i	i	i	i	i	i	-9.1
COc1ccc(N2CC(C(=O)N[C@@H](C)C(=O)NCCc3ccccc3)CC2=O)cc1 (some centres not stated)	i	i	i	i	i	i	i	i	i	i	-0.1
COc1ccc(CC(O)COS(N)(=O)=O)cc1 (configuration not stated)	i	i	i	i	i	i	i	i	i	i	-1.2
CC(C)(C)c1nnc(NC(=O)CN2C(=O)C3C4C=CC(C4)C3C2=O)s1 (configuration not stated)	i	i	i	i	i	i	i	i	i	i	6.6
COc1ccc(N(CC(=O)NCc2ccco2)C(=O)CCC(=O)Nc2nccs2)c(OC)c1	i	i	i	i	i	i	i	i	i	i	-0.6
O=C(NCc1nc2ccccc2[nH]1)C1=C[C@H](C2CC2)C[C@H](OCCCCO)O1	i	i	i	i	i	i	i	i	i	i	-2.1
COc1ccccc1C1N(c2ccc(F)cc2)C(=O)C2CCCN21 (configuration not stated)	i	i	i	i	i	i	i	i	i	i	3.0
Cc1ccc(C(=O)Cn2nnc(-c3cccs3)n2)cc1	i	i	i	i	i	i	i	i	i	i	-7.0
CCOC(=O)C1C(=O)NC(SCC(=O)OC)=C(C#N)C1c1ccccc1OCC (configuration not stated)	i	i	i	i	i	i	i	i	i	i	-10.7
CCOc1ccc(-n2c(N)c(-c3nc4ccccc4[nH]3)sc2=S)cc1	i	i	i	i	i	i	i	i	i	i	43.5
CN1C(=O)N(C)C2(c3ccccc3)NNC(N)=NC12c1ccccc1 (configuration not stated)	i	i	i	i	i	i	i	i	i	i	20.0
Cc1cc(C)c2c(n1)sc1c(=O)[nH]c(SCc3ccccc3)nc12	i	i	i	i	i	i	i	i	i	i	-0.8
Cc1nc2ccccn2c1C(=O)NNS(=O)(=O)c1ccc(Cl)cc1	i	i	i	i	i	i	i	i	i	i	13.9
CC(C)OCCCn1c(NN)nc2ccccc2c1=O	i	i	i	i	i	i	i	i	i	i	11.6
O=C(CSc1ncnc2ccccc12)c1ccc2c(c1)OCCO2	25*	i	i	i	i	i	i	i	i	i	-17.2
CCOc1ccccc1N1CCN(C(=S)NCc2ccc(Cl)cc2)CC1	i	i	i	i	i	i	i	i	i	i	-2.0
CCOc1ccc(-c2cccc(NS(=O)(=O)c3cc([N+](=O)[O-])ccc3Cl)c2)nn1	i	i	i	i	i	i	i	i	i	i	7.5
COc1ccc2[nH]c3c(c2c1)CCN1C(=O)N([C@@H](C)C(=O)NCc2ccc(F)cc2)C(=O)[C@]31C	i	i	i	i	i	i	i	i	i	i	7.1
CCc1ccc2oc(-c3cc(N)cc(C)c3O)nc2c1	i	/	/	i	/	i	/	/	i	i	/
COc1ccc(C2(CNC(C)=O)CCCC2)cc1OC	i	i	i	i	i	i	i	i	i	i	-3.5
CCCc1cc(=O)[nH]c(SCC(=O)Nc2sc3c(c2C#N)CCC(C)C3)n1 (configuration not stated)	i	i	i	i	i	i	i	i	i	i	15.8
O=C(COC(=O)/C=C/c1ccccc1[N+](=O)[O-])Nc1ccc(OCc2ccccc2)cc1	i	i	i	i	i	i	i	i	i	i	6.5
O=C1/C(=C/c2cccnc2)SC(=S)N1NS(=O)(=O)c1ccccc1	i	i	i	i	i	i	i	i	i	i	1.1
Cc1ccc(N2C(S)=C(C#N)C(=O)NC23CCCCC3)cc1	i	i	i	i	i	i	i	i	i	i	1.7
O=C(CN(c1ccccn1)S(=O)(=O)c1ccccc1)Nc1ccccc1	i	i	i	i	i	i	i	i	i	i	7.5
CCCCn1c(N)c(N(CC)C(=O)c2ccc(N(C)S(=O)(=O)c3ccc(C)cc3)cc2)c(=O)[nH]c1=O	i	i	i	i	i	i	i	i	i	i	-8.8
O=C(O)C1C2C=CC(C2)C1C(=O)NCCCn1ccnc1 (configuration not stated)	i	i	i	i	i	i	i	i	i	i	-7.5
CCc1ccccc1N(C1=NCCCS1)S(=O)(=O)c1ccc(C(C)(C)C)cc1	i	i	i	i	i	i	i	i	i	i	-7.8
N#Cc1ccccc1CN1C(=O)S/C(=C/c2cccn2-c2ccc(C(=O)O)cc2)C1=O	i	i	i	i	i	i	i	i	i	i	56.5*
Nc1ccc2nc(N3CCOCC3)sc2c1	i	i	i	i	i	i	i	i	i	i	-4.8
CC(NC(=S)NC1CCCCC1)c1ccc(C(C)(C)C)cc1 (configuration not stated)	25*	i	i	i	i	i	i	i	-6.82*	i	55.6*
COC(=O)CSc1ccc(-c2nc3ccc(C)cc3[nH]2)cn1	i	i	i	i	i	i	i	i	i	i	9.8
O=C(c1ccc(F)cc1)N1CCN(Cc2ccccc2Br)CC1	i	i	i	i	i	i	i	i	i	i	3.2
Nc1ccc[n+](CC(=O)c2ccccc2)c1	i	i	i	i	i	i	i	i	i	i	-6.1
CCC(C(=O)NCc1ccco1)n1nc(C)n2c(cc3occc32)c1=O (configuration not stated)	i	i	i	i	i	i	i	i	i	i	1.8
Further results follow.
SMILES	TMEM16A inh	TRPC4 block	TRPC4 act	MrgX1 allo act	TRPC6 activator	MrgX1 agonist	TRPC6 inh	TRPC4 PAM	MrgX1 antagonist	ANO1 activ	SKKanGAS inh
Cc1nn(-c2ccccc2)c(=S)c2ccccc12	i	i	i	i	i	i	i	i	i	i	7.6
Cc1cc(NC(=O)c2cc(-c3ccc4c(c3)OCO4)on2)n(-c2ccccc2)n1	i	i	i	i	i	i	i	i	i	i	-1.7
Fc1ccc(NC(=S)NC23CN4CN(CN(C4)C2)C3)cc1	i	i	i	i	i	i	i	i	i	i	-1.6
COCCn1c(CCC(=O)O)ccc1-c1cccs1	i	i	i	i	i	i	i	i	i	i	-9.8
COc1ccc(/C=N/OC/C(O)=C(\C#N)c2nc3ccccc3[nH]2)cc1	i	i	i	i	i	i	i	i	-5.62*	i	10.3
CCNC(=O)NC(=O)CSc1nnc(-c2c[nH]c3ccccc23)o1	i	i	i	i	i	i	i	i	i	i	-4.4

Screens deposited in PubChem BioAssay by several laboratories.
